Compound activity deposited in PubChem by National Center for Advancing Translational Sciences (NCATS).
TrxR1 substrate: rat thioredoxin reductase 1 substrate activity; Potency, µM (top dose mostly 114 µM), without a hit: top-dose activity change, negative = substrate turnover; 390,000 tested, 0.01% active; purified TrxR1 substrate turnover, NADPH consumption readout; AID 588456; note: % is set by controls: 0 for no effect and ±100 for the full control effect; nearly all actives have a fitted effect of over 50% in size
Target sequence (O89049 whole entry, looked up): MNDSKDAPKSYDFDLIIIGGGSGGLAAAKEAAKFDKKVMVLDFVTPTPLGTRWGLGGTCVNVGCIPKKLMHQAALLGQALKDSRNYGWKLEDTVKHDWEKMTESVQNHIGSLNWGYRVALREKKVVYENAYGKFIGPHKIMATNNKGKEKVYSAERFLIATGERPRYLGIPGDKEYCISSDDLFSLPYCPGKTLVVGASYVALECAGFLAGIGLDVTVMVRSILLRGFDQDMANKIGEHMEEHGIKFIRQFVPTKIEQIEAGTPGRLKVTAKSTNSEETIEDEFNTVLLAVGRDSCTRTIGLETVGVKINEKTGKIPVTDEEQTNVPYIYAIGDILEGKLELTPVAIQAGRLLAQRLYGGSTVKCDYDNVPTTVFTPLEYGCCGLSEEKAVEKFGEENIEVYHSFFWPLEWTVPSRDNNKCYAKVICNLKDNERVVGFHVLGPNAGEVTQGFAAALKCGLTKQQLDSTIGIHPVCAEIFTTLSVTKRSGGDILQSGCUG
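Rat TrxR1, dispensed at 90 nM, was prereduced with 400 uM NADPH (final) for 5 min at ~22 deg C, then incubated with compound 15 min before 400 uM selenite. A first-read NADPH fluorescence drop versus no-compound background flagged substrates.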
RGS4 inhibitor: inhibitors of human regulator of G protein signaling 4; P49798; Transcreener GDP fluorescence polarization, RGS4-accelerated GTP hydrolysis; Potency, µM (highest dose often 114 µM), for inactives: at the top dose activity change, negative = inhibition, hits mostly inhibitors; 390,000 tested, 0.039% active; note: % is set by controls: 0 for no effect and ±100 for the full control effect; nearly all actives have a fitted effect of over 75% in size; some results filed as inactive show a strong effect at the top dose
Target sequence (P49798 whole entry, looked up): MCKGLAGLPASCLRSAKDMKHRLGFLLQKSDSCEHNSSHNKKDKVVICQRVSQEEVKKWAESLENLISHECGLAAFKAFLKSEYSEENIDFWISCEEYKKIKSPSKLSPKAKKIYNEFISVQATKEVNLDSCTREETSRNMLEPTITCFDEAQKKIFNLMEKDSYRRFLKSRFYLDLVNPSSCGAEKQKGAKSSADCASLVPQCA
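MLSMR compounds (23 nl, pin-transferred) preincubated 10 min at room temperature with a 500nM (2x) first reagent, then RGS4 at 900nM (2x) plus Transcreener GDP mix added; fluorescence polarization (620/688 nm) read before and after 90 min at 30 °C.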
USP1 inh: inhibitors of human USP1/UAF1 deubiquitinase. recombinant USP1/UAF1, Ub-Rhodamine cleavage fluorescence. Potency, µM (titrated, usually from 57.1 µM), for the others: at the top dose activity change, negative = inhibition, actives largely listed as inhibitors. 390,000 tested, 0.23% active. AID 743255; note: % is set by controls: 0 for no effect and ±100 for the full control effect; nearly all actives have a fitted effect of over 60% in size; inactives centre near -12
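High-throughput fluorogenic screen: 1nM USP1/UAF1 complex, Ub-Rho substrate 150nM final, 50mM HEPES pH 7.8 with 0.5mM EDTA, 0.1 mg/ml BSA, 1mM TCEP and 0.01% Tween-20.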
mIDH1 inhibitor: inhibitors of human mutant IDH1 R132H | IDH1-R132H enzyme, NADPH consumption, diaphorase/resazurin fluorescence | Potency, µM (highest dose often 76.6 µM), for inactives: top-dose activity change, negative = inhibition, actives largely listed as inhibitors | 390,000 tested, 0.093% active | AID 602179; note: % is set by controls: 0 for no effect and ±100 for the full control effect; nearly all actives have a fitted effect of over 65% in size
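IDH1-R132H (0.5 ug/mL dispensed) in pH 7.5 Tris buffer was preincubated 30 min with compound, then given a substrate mix of 0.016 mM NADPH and 2 mM alpha-KG for 80 min at room temperature; remaining NADPH was read by diaphorase/resazurin fluorescence.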
12-LOX inh: blocks human arachidonate 12S-lipoxygenase. purified 12hLO, xylenol orange hydroperoxide absorbance. Potency, µM (series often up to 108 µM), inactives show at the highest dose activity change, negative = inhibition, actives largely listed as inhibitors. 580,000 tested, 1.1% active. AID 1671190; note: % is set by controls: 0 for no effect and ±100 for the full control effect
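Purified human 12hLO at 150 nM in 25 mM Hepes, 0.01% Triton X-100, pH 7.0, preincubated 15 min at room temperature with compound. Reaction started with 40 uM arachidonic acid, 30 min at room temperature. Hydroperoxide measured by Fe-xylenol orange, 573/405 nm absorbance ratio.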
RXFP1 ag: activates the human relaxin receptor RXFP1; Q9HBX9; HEK293T-RXFP1 cAMP TR-FRET, 30 min; response scale: percent of porcine relaxin response, buffer zero; Potency, µM (doses to about 57.5 µM), for inactives: top-dose activation, actives largely listed as activators; 370,000 tested, 0.3% active; note: % is set by controls: 0 for no effect and ±100 for the full control effect; nearly all actives have a fitted effect of over 60% in size; many of its hits are not listed in these tables
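HEK293 cells stably expressing RXFP1, treated 30 min at 37C with compounds plus PDE4 inhibitor Ro 20174; cAMP measured by HTRF TR-FRET. Normalized to buffer and 29 nM porcine relaxin; EC50 by Hill fit.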
TrxR1 inh: rat TrxR1 inhibition; O89049; recombinant rTrxR1, NADPH fluorescence consumption, selenite substrate; Potency, µM (titrated, usually from 114 µM), inactives show at the highest dose activity change, negative = inhibition, hits mostly inhibitors; 390,000 tested, 1% active; AID 588453; note: % is set by controls: 0 for no effect and ±100 for the full control effect; nearly all actives have a fitted effect of over 65% in size
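Rat TrxR1 (90 nM in the dispensed reagent) was pre-reduced with 400 uM NADPH for 5 min at room temperature, then incubated with compound for 15 min. After 400 uM selenite was added, NADPH fluorescence (Ex 340/Em 450 nm) was followed for 8 min.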
Vif-APOBEC3G blk: Vif-A3G binding inhibition; HeLa A3G-eYFP + Vif (tagged APOBEC3G with the HIV-1 protein that degrades it), YFP fluorescence, overnight; Potency, µM (series often up to 46.1 µM), inactives show top-dose activity, negative = active, usual class: inhibitors; 410,000 tested, 0.076% active;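 note: % is set by controls: 0 for no effect and ±100 for the full control effect; nearly all actives have a fitted effect of over 60% in size; hits raise eYFP signal because A3G escapes Vif-driven loss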
Target sequence (Q9HC16 whole entry, looked up): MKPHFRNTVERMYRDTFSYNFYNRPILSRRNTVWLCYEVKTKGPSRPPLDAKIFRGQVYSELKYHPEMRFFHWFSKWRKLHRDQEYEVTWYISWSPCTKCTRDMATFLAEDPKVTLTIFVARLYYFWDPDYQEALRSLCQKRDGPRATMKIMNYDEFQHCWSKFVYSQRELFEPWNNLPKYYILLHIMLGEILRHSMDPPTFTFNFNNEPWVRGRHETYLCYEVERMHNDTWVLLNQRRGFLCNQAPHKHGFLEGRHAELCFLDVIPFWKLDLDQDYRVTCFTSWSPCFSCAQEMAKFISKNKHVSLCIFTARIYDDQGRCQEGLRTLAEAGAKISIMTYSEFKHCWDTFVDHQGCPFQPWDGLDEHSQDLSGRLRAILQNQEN
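HeLa cells stably expressing Vif and C-terminally eYFP-tagged A3G, seeded overnight at 37 deg C, then exposed to compound by pintool overnight at 37 deg C. Rise in yellow fluorescence (Ex 488/Em 500-530, Acumen) marks blocked Vif-driven A3G degradation.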
Vif-A3F inh: Vif-A3F binding inhibition; HeLa A3F-eYFP + Vif (tagged APOBEC3F with the HIV-1 protein that degrades it), YFP fluorescence increase; Potency, µM (highest dose often 46.1 µM), for the others: at the top dose activity, negative = active; 390,000 tested, 0.2% active; note: % of control where 0% means no effect; nearly all actives have a fitted effect of over 65% in size
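HeLa cells stably expressing A3F-eYFP plus Vif, plated and incubated overnight at 37 deg C, then exposed to compounds overnight at 37 deg C. Blocked degradation read as raised yellow fluorescence (Ex 488/Em 500-530).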
Active calls of the source: *; i = inactive; u = inconclusive; x = not tested or not shown; & = joins results of further samples; [ ] = dose if it differs, or a comment. Calls come from the whole dose curve; as a rule, active = well fitted curve in the direction sought with a large enough effect; inconclusive = small, poorly fitted or top-dose-only effect, or another doubt; inactive = no such curve, though single readings can be large; an effect the other way counts as inactive or inconclusive. Potency is the fitted concentration of half-maximal effect.

SMILES | TrxR1 substrate | RGS4 inhibitor | USP1 inh | mIDH1 inhibitor | 12-LOX inh | RXFP1 ag | TrxR1 inh | Vif-APOBEC3G blk | Vif-A3F inh
COc1cc(/C=N/NC(=O)c2sc3nc(C)cc(C)c3c2N)ccc1O | 14.0%[57.1 µM] | 24.7% | u | 5.4% | 133.8%[activator] | 4.8% | 19.9%[57.1 µM] | -13.9% | u
Cc1ccc(-c2nc(SCC(=O)NCC3CCCO3)c3c(=O)n(C)c(=O)n(C)c3n2)cc1 (stereo not given) | -0.4%[57.1 µM] | 6.6% | u | -0.9% | -14.1% | 4.0% | 9.5%[57.1 µM] | -2.8% | -4.6%
Nn1c(=S)[nH]c2sc3c(c2c1=O)CCCC3 | -6.6% | -45.8% | -14.8% | -10.6% | 1.4% | x | -19.5% | -6.1% | -4.1%
COc1ccc(N(C)C(=O)CN(C)S(=O)(=O)c2ccc3c(c2)c(=O)n(C)c(=O)n3C)c(OC)c1 | -0.8% | 16.3% | -9.8% | 6.7% | 7.4% | 16.1% | 19.2% | 0.0% | -20.5%
Cc1cc(C(=O)N(C)CC(=O)Nc2cccc(F)c2)no1 | -0.1% | 15.9% | -8.6% | 16.8% | -1.0% | 0.7% | 11.8% | 1.3% | 8.1%
Cn1c(NC(=O)c2ccc(C(C)(C)C)cc2)cc(=O)n(C)c1=O | -2.8% | 26.0% | -0.1% | -0.7% | -2.3% | 0.8% | -6.6% | 0.0% | -3.3%
CCC(C(=O)OCC(=O)c1ccc2c(c1)NC(=O)CO2)c1ccccc1 (stereo not given) | -10.3% | -0.9% | -15.2% | 12.2% | -9.3% | 2.2% | -6.8% | 9.8% | -13.7%
CCOC(=O)C1CCCN(C(=O)c2sc3nc4n(c(=O)c3c2C)CCC4)C1 (stereo not given) | 0.3% | -4.9% | -20.6% | -8.0% | 13.1% | 4.1% | 15.3% | -1.6% | 1.1%
CCCCNC(=O)NS(=O)(=O)c1ccc(C(=O)OC(C)C)o1 | -2.1%[11.4 µM] | 4.1% | -1.5% | -0.7% | 0.0% | -5.3% | u | 2.1% | 11.9%
COC(=O)c1ccc(COc2ccc(Cl)cc2)o1 | -2.0% | 19.1% | -9.9% | 6.5% | 58.2%[activator] | 1.0% | 9.1% | 0.8% | -9.0%
Cc1cc2cc(CNC(=O)Cc3cccs3)ccc2n1C | -1.6%[57.1 µM] | -10.7% | -17.2% | 25.3% | x | 1.0% | 2.2%[57.1 µM] | -5.8% | -10.3%
CCCOc1ccc(CNC(=O)c2ccc(-n3c(C)cc4c3CCC(C)C4)cc2)cc1 (stereo not given) | -3.0% | 14.1% | -2.3% | -16.9% | -23.7% | 3.1% | -17.9% | 3.3% | -4.5%
COc1ccc(Nc2nnc(SCc3cc([N+](=O)[O-])cc4c3OCOC4)s2)cc1 | 7.8% | -17.4% | -13.8% | 1.7% | -24.7% | -0.5% | 24.4% | 1.2% | -5.8%
O=C(NCc1ccccc1)C(c1ccco1)N(C(=O)c1cnccn1)c1ccc(F)cc1 (stereo not given) | -6.2%[57.1 µM] | -7.6%[11.4 µM] | -15.7% | 6.7% | 0.0% | -0.9% | 2.4%[57.1 µM] | 1.1% | -0.1%
CCOC(=O)N1CCN(CC(=O)c2c(C)[nH]c3ccccc23)CC1 | -5.2% | -64.6%[11.4 µM] | -18.5% | -1.1% | -4.6% | 0.9% | u | 0.3% | -1.1%
CCOc1ccc(C(=O)C2CCN(C(=O)c3ccc([N+](=O)[O-])cc3)CC2)cc1 | 2.4%[2.29 µM] | 5.5% | -8.3% | 7.7% | -1.1% | -0.2% | 13.3%[2.29 µM] | 3.1% | 0.2%
Cc1ccc(C)c(NC(=O)C(=O)NCCCN2CCOCC2)c1 | 12.5%[57.1 µM] | -1.2%&-16.7% | -10.1%&10.2% | 0.4%&-2.8% | -0.2%&-14.6% | 1.2%&0.6% | 20.0%[57.1 µM] | -4.4%&-10.1% | 1.5%&-4.4%
CCCS(=O)(=O)c1cnc(C2COc3ccccc3O2)nc1N (stereo not given) | -6.3%[57.1 µM] | 16.1% | -1.3% | 4.2% | -7.7% | -3.0% | -16.1%[57.1 µM] | 1.9% | -10.0%
COc1ccc(S(=O)(=O)N2CCOCC2)cc1NC(=O)CSc1n[nH]c(C(C)C)n1 | 2.6%[57.1 µM] | -46.8% | u | -5.4% | -6.0% | -3.1% | 12.7% | -0.9% | -0.7%
Cc1ccccc1NC(=O)Cc1nc(COC(=O)c2cc([N+](=O)[O-])ccc2NCCO)cs1 | -7.8% | -34.0% | -8.5% | -0.7% | -11.0% | 2.1% | 15.4% | 0.6% | -11.0%

Profiles, looked up by structure. Screens in order: TrxR1 substrate | RGS4 inhibitor | USP1 inh | mIDH1 inhibitor | 12-LOX inh | RXFP1 ag | TrxR1 inh | Vif-APOBEC3G blk | Vif-A3F inh
COc1ccc(S(=O)(=O)N2CCOCC2)cc1NC(=O)CSc1n[nH]c(C(C)C)n1 across the screens: 2.6%[57.1 µM] | -46.8% | u | -5.4% | -6.0% | -3.1% | 12.7% | -0.9% | -0.7%
CCOc1ccc(C(=O)C2CCN(C(=O)c3ccc([N+](=O)[O-])cc3)CC2)cc1 across the screens: 2.4%[2.29 µM] | 5.5% | -8.3% | 7.7% | -1.1% | -0.2% | 13.3%[2.29 µM] | 3.1% | 0.2%
CCOC(=O)N1CCN(CC(=O)c2c(C)[nH]c3ccccc23)CC1 across the screens: -5.2% | -64.6%[11.4 µM] | -18.5% | -1.1% | -4.6% | 0.9% | u | 0.3% | -1.1%
Nn1c(=S)[nH]c2sc3c(c2c1=O)CCCC3 across the screens: -6.6% | -45.8% | -14.8% | -10.6% | 1.4% | x | -19.5% | -6.1% | -4.1%

Other entries.
SMILES | TrxR1 substrate | RGS4 inhibitor | USP1 inh | mIDH1 inhibitor | 12-LOX inh | RXFP1 ag | TrxR1 inh | Vif-APOBEC3G blk | Vif-A3F inh
COC(=O)c1cc(C(=O)OC)cc(N2C(=O)CC(NNC(=O)c3ccccc3Br)C2=O)c1 (stereo not given) | 8.0%[11.4 µM] | 13.7% | -1.5% | 1.5% | 8.4% | 0.8% | -2.0%[11.4 µM] | -3.9% | -12.7%
COc1cc(C(=O)NC(c2ccccc2)c2ccccc2)cc(OC)c1C | -3.0% | -8.0% | 3.8% | 3.3% | x | u | 16.7% | -0.3% | 9.9%
COc1ccc(-c2cc(=O)c3c(O)c(OC)c(O)cc3o2)cc1 | -4.2% | 8.0% | -21.1% | -6.2% | -13.1% | 1.4% | -1.7% | -29.6% | -12.3%
COc1ccc(OCc2cc(C(=O)N(C)Cc3nccn3C)no2)c2ccccc12 | -10.2% | -28.7% | -24.9% | 14.0% | i | 2.6% | -6.5% | -2.1% | -28.7%
O=C1CCC([N+](=O)[O-])C(c2ccc(C(F)(F)F)cc2)N1 (stereo not given) | 6.0%[57.1 µM] | -25.9% | -7.1% | 2.8% | u | x | -1.5%[57.1 µM] | -2.6% | 6.8%
Cc1nc2ccccc2n1C(=O)c1ccc(Cl)cc1[N+](=O)[O-] | -0.5% | 22.9% | -18.4% | 6.2% | -0.2% | 0.0% | 2.4% | -2.7% | 3.5%
CS(=O)(=O)c1cc(C(=O)O)cc(NCc2ccccc2)c1Oc1ccccc1 | x | x | -26.1% | 2.4% | 6.5% | x | x | -0.6% | -0.8%
CC1(C)C=Cc2cc(-c3coc4cc(O)cc(O)c4c3=O)cc(O)c2O1 | -7.7% | -16.6% | -17.1% | 1.8% | u | x | -5.3% | -0.8% | 7.8%
COCCCN(C(=S)NC(=O)c1ccc(Br)cc1)c1c(N)n(Cc2ccccc2)c(=O)[nH]c1=O | 3.9%[57.1 µM] | -33.8% | -7.3% | -10.2% | u | 0.5% | u | -4.2% | 9.1%
COc1ccc(-c2csc3ncnc(N4CCN(c5cccc(OC)c5)CC4)c23)cc1 | -12.2% | -13.1% | -5.7% | 2.5% | -6.2% | -1.7% | -14.2% | 0.3% | 8.3%
CC1(C)CN(O)CCN1O | -11.6% | 18.6% | 2.3% | -1.0% | -11.2% | 0.0% | u | 1.0% | -20.4%
CCn1c(=O)c2sccc2n2c(CCCC(=O)N3CCN(c4ccccn4)CC3)nnc12 | 5.7% | 3.2% | -10.7% | 7.2% | 0.7% | 0.0% | 15.4% | -4.3% | 1.2%
COc1ccc2oc(C(=O)N3CCN(C(=O)c4ccco4)CC3)c(C)c2c1 | 1.8% | -16.3% | 0.0% | 2.7% | -3.4% | 0.9% | u | -3.0% | 10.2%
Cc1nn(Cc2ccc(F)cc2)c(C)c1NC(=O)c1cc(CC(C)C)on1 | -4.4% | 18.7% | -20.5% | -4.2% | -10.1% | -1.1% | 3.8% | 1.7% | 1.9%
CCCn1c(SCC(=O)Nc2nc(-c3ccc(OC)cc3)cs2)nc2c1c(=O)n(C)c(=O)n2C | 1.7% | 2.5% | -22.3% | 8.7% | 6.9% | -0.2% | -4.5% | -5.5% | -7.3%
COc1ccc(OCC(=O)Nc2ccccc2C(=O)NC(C)C)cc1 | -1.8%[57.1 µM] | -14.3% | -8.5% | -1.3% | -9.6% | -1.8% | 8.2%[57.1 µM] | -13.4% | -11.4%

Only part of the results is shown; rates above refer to the full screens.
